Source: PubChem (Broad Institute)
esBAF inh = inhibitors of esBAF chromatin remodeling in mouse ES cells; Bmi1-luciferase knock-in reporter, 24 h; 100% = twice the neutral-well signal; reporter increase, % at 12.5 µM; 350,000 compounds, 2% hits; AID 602393; in the data active = activation above about 40%; inconclusive = no clear call, values can overlap the other calls;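 note: 0% = median of the plate's neutral control wells and 100% = double that signal; a rise in the Bmi1 reporter signal indicates esBAF inhibition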
LGR2 inh = Drosophila LGR2 receptor signaling inhibition; HEK293 LGR2, CRE-luciferase, bursicon-stimulated, 4 h; inhibition, % at 9.99 µM; 380,000 compounds, 0.35% hits;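 active = drop in luminescence signal, shown as inhibition above about 50% in the replicate tests, limit read from the data, passing the limit was not always enough; inconclusive = probably only some replicates passing the limit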;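 note: agonist challenge used bursicon conditioned medium at about half maximal strength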
Statin myotox sup = suppressors of simvastatin-induced myotoxicity in C2C12 myotubes. ATP luminescence, 48 h; scaled: DMSO 0, geranylgeraniol control 100. rescue of ATP level, % at 7.49 µM. 330,000 compounds, 0.78% hits;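 active = mean ATP rescue above about 67%, or every replicate alone reaching that limit, limit read from the data, passing the limit was not always enough; inconclusive = no clear call, values can overlap the other calls; inactive = mean under the limit and some replicate under it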;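 note: myotubes were challenged with 10 µM simvastatin during compound exposure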
S100A4 inh HTS = blocks human S100A4 binding to myosin IIA peptide; P26447; S100A4/TAMRA-MyoIIA peptide fluorescence polarization; inhibition, % at 10.7 µM; 360,000 compounds, 0.14% hits; AID 652163;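 active = mean inhibition of at least 70% across replicates, with every replicate also reaching that level; inconclusive = mean inhibition reaches 70% but some replicates fall short; inactive = mean inhibition below 70%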
Target sequence (P26447 whole entry, looked up): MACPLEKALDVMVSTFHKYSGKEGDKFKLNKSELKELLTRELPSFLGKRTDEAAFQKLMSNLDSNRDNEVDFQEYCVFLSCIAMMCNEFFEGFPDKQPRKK
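System – human S100A4 monomer protein, biochemical binding assay · Buffer or medium – Calcium-containing HEPES buffer, pH 7.2 · Timing – 5 min between mix addition and reading · Also added – TAMRA-labelled myosin IIA heavy-chain peptide probe, 5 nM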
FN deposit inh = fibronectin deposition inhibition. AH1F fibroblasts, Alexa488-fibronectin deposition fluorescence, overnight. inhibition, % at 12.6 µM. 350,000 compounds, 0.086% hits. AID 743247;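 active = mean inhibition across replicates of 30% or more, regardless of how many single replicates reach that level; inconclusive = mean under 30% yet at least half of replicates reach 30%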;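 note: positive control wells lacked labelled fibronectin entirely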
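Test system: AH1F fibroblast monolayer depositing Alexa488-labelled fibronectin into matrix. Input: 10000 cells per well. Technique: fluorescence, ex 485 nm, em 525 nm. Buffer or medium: DMEM plus 2% serum, read in PBS. Timing: 1 h cell adhesion before compound, then overnight fibronectin incubation. Compound: single dose, pinned. Read-out basis: inhibition from reduced deposited-fibronectin fluorescence.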
SIRT5 block = blocks human SIRT5 desuccinylation of peptide; Purified SirT5, succinyl-peptide AMC, trypsin-coupled fluorescence; inhibition, % at 15 µM; 330,000 compounds, 1.1% hits; AID 652115; in the data active = inhibition above about 15%; inconclusive = no clear call, values can overlap the other calls
Target sequence (Q9NXA8 whole entry, looked up): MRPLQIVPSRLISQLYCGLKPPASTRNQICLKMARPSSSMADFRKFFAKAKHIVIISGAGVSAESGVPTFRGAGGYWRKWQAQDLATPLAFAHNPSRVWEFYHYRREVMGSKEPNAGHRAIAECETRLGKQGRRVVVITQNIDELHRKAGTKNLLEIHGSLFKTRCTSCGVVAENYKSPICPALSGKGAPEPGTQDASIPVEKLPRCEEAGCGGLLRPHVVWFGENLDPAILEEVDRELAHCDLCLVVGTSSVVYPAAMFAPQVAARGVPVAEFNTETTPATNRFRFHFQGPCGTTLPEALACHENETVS
Casp6 inh = inhibitors of human caspase-6; P55212; purified caspase-6, Z-VEID-R110 cleavage fluorescence; inhibition, % at 12.5 µM; 350,000 compounds, 0.53% hits;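 active = mean inhibition across replicates at least about 35%, with every replicate also reaching that limit, limit read from the data; inconclusive = only one of the two criteria met; inactive = neither criterion met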;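 note: 0% = median of neutral control wells and 100% = no fluorescence left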
Target sequence (P55212 24-179 limits assumed): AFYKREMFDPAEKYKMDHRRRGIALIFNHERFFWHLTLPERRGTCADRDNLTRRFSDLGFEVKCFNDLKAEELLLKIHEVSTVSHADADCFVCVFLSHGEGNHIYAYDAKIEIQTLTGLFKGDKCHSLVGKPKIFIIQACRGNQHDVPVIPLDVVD
Target sequence (P55212 194-293 limits assumed): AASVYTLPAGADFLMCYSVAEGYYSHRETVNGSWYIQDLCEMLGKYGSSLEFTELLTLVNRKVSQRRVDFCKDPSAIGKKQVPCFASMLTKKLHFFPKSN
Active calls of the source: *; ? = inconclusive; nt = not tested or not shown; & = joins results of further samples. Not all compounds are listed; count on the stated rates, not on these rows.

Start of the listing, in advance:
SMILES	esBAF inh	LGR2 inh	Statin myotox sup	S100A4 inh HTS	FN deposit inh	SIRT5 block	Casp6 inh
COc1ccccc1-n1c(=O)c(C#N)c(-c2ccc([N+](=O)[O-])cc2)c2cc(C(=O)c3ccccc3O)cnc21	nt	10	nt	-9	-4	-2	-2
COc1ccccc1NC(=O)c1nnn(Cc2ccccc2)c1NC(C)=O	-4	nt	13	nt	8	nt	nt
Cc1sc2nc(C)n(/N=C/c3ccc(O)cc3)c(=O)c2c1C	0	nt	18	nt	6	nt	nt
COc1cccc(-c2ncc3ccccc3c2COC(=O)CCCC(=O)O)c1	-9	2	-17	-9	13	nt	-5
CCCN1C[C@H](C)[C@@H](OC)CN(C)C(=O)c2ccc(NC(=O)C3CCOCC3)cc2OC[C@@H]1C	nt	-1	nt	-8	-3	1	0
COC(=O)N(C)C[C@@H]1OCc2cnnn2CCCC(=O)N([C@H](C)CO)C[C@@H]1C	1&6&-5	9&2	4&11&-59	2&-13&-1	5&0	-3&-9&0	0&3&-2
COc1ccc(S(=O)(=O)N2CCc3ccccc32)cc1OC	5	0	42	-8	-14	-1	0
NC1CCCCC1N=Cc1c(O)n(CCc2ccc(F)cc2)c(=O)[nH]c1=O (stereo not given)	3	3	-8	nt	nt	nt	nt
C[C@@H]1CN([C@@H](C)CO)C(=O)c2cc(-c3cccnc3)cnc2O[C@H]1CN(C)C(=O)C1CCC1	-1	4	11	2	nt	-3	-1
CCCc1cc(C(=O)NNC(=S)NCc2ccccc2)cs1	18	nt	8	nt	5	nt	nt
C[C@H](NC(=O)N(C)C[C@H]1OCc2ccccc2-c2c(n(C)c3ccccc23)C(=O)N([C@H](C)CO)C[C@H]1C)c1ccccc1	nt	nt	nt	-8	4	3	3
Cc1ccc(C2c3c(oc4ccccc4c3=O)C(=O)N2CCCN2CCOCC2)o1 (stereo not given)	14	nt	-1	nt	-6	nt	nt
CCC(=O)Nc1ccc2c(c1)C(=O)N(C)C[C@@H](OC)[C@@H](C)CN(Cc1cncnc1)[C@@H](C)CO2	3	9	5	nt	3	nt	nt

Main list, repeating the preview:
SMILES	esBAF inh	LGR2 inh	Statin myotox sup	S100A4 inh HTS	FN deposit inh	SIRT5 block	Casp6 inh
COc1ccccc1-n1c(=O)c(C#N)c(-c2ccc([N+](=O)[O-])cc2)c2cc(C(=O)c3ccccc3O)cnc21	nt	10	nt	-9	-4	-2	-2
COc1ccccc1NC(=O)c1nnn(Cc2ccccc2)c1NC(C)=O	-4	nt	13	nt	8	nt	nt
Cc1sc2nc(C)n(/N=C/c3ccc(O)cc3)c(=O)c2c1C	0	nt	18	nt	6	nt	nt
COc1cccc(-c2ncc3ccccc3c2COC(=O)CCCC(=O)O)c1	-9	2	-17	-9	13	nt	-5
CCCN1C[C@H](C)[C@@H](OC)CN(C)C(=O)c2ccc(NC(=O)C3CCOCC3)cc2OC[C@@H]1C	nt	-1	nt	-8	-3	1	0
COC(=O)N(C)C[C@@H]1OCc2cnnn2CCCC(=O)N([C@H](C)CO)C[C@@H]1C	1&6&-5	9&2	4&11&-59	2&-13&-1	5&0	-3&-9&0	0&3&-2
COc1ccc(S(=O)(=O)N2CCc3ccccc32)cc1OC	5	0	42	-8	-14	-1	0
NC1CCCCC1N=Cc1c(O)n(CCc2ccc(F)cc2)c(=O)[nH]c1=O (stereo not given)	3	3	-8	nt	nt	nt	nt
C[C@@H]1CN([C@@H](C)CO)C(=O)c2cc(-c3cccnc3)cnc2O[C@H]1CN(C)C(=O)C1CCC1	-1	4	11	2	nt	-3	-1
CCCc1cc(C(=O)NNC(=S)NCc2ccccc2)cs1	18	nt	8	nt	5	nt	nt
C[C@H](NC(=O)N(C)C[C@H]1OCc2ccccc2-c2c(n(C)c3ccccc23)C(=O)N([C@H](C)CO)C[C@H]1C)c1ccccc1	nt	nt	nt	-8	4	3	3
Cc1ccc(C2c3c(oc4ccccc4c3=O)C(=O)N2CCCN2CCOCC2)o1 (stereo not given)	14	nt	-1	nt	-6	nt	nt
CCC(=O)Nc1ccc2c(c1)C(=O)N(C)C[C@@H](OC)[C@@H](C)CN(Cc1cncnc1)[C@@H](C)CO2	3	9	5	nt	3	nt	nt
COc1ccc(C(=O)OCC(=O)NCc2ccco2)cc1S(=O)(=O)N1CCN(c2cccc(Cl)c2)CC1	4	-17	3	-1	nt	-3	-1
CN(CC(=O)NCCc1ccc(F)cc1)Cc1cccc(Cl)c1	nt	7	nt	-1	5	2	-1
Cc1ccc(S(=O)(=O)NC(C)(C)CSc2nncn2C)cc1	0	3	-9	-1	nt	-4	8
CCC1CCC(N2CCN(c3cccc(OC)c3)CC2)CC1 (stereo not given)	1	4	4	-9	0	-1	-15
O=C(CCc1c[nH]c2ccccc12)N=Nc1c(O)[nH]c2ccccc12	8	17	2	-4	8	0	1
C[C@@H]1CN([C@H](C)CO)C(=O)c2cc(-c3cccc(C(=O)N(C)C)c3)cnc2O[C@H]1CN(C)S(=O)(=O)c1cccc(F)c1	3	1	21	4	nt	1	-2
CC(C)CCNC(=O)c1cccc(S(=O)(=O)N2CCc3ccccc32)c1	-7	nt	6	nt	11	nt	nt
COc1ccc([Si](C)(C)[C@H]2[C@H](CCO)O[C@@]3(C(=O)N(Cc4ccc(N5CCOC5=O)cc4)c4ccccc43)[C@@H]2C)cc1	nt	nt	nt	24	nt	5	-3
COCC(=O)Nc1ccc2c(c1)OC[C@@H](C)N(CCC(F)(F)F)C[C@H](C)[C@H](OC)CN(C)C2=O	-9	13	2	5	nt	-1	1
CC(=O)N1CC(=O)N2[C@H](CO)[C@@H](c3ccc(C#CC(C)C)cc3)[C@@H]2C1	nt	-8	nt	4	nt	1	-1
CC[C@]1(c2ccccc2OC)ON(c2ccccc2C(F)(F)F)C1=O	nt	-4	nt	5	1	nt	-1
CC(C)CCNC(=O)C1CCN(c2nnc(-n3cccc3)s2)CC1	?	-2	14	6	-10	nt	-1
Additional records follow.
SMILES	esBAF inh	LGR2 inh	Statin myotox sup	S100A4 inh HTS	FN deposit inh	SIRT5 block	Casp6 inh
CC(=O)/C=C\c1ccccc1OC(=O)c1cc2ccccc2oc1=O	12	3	16	0	-1	-3	0
CC=Cc1ccc2n(c1=O)C[C@@H]1[C@@H](CO)[C@H](C(=O)NCC3CC3)N(C(C)=O)[C@H]21 (mixture of isomers)	nt	7	nt	3	nt	-8	2
CN(C)C(=O)c1ccc(Nc2nc(-c3cccs3)nc3ccccc23)cc1	2	4	-33	-1	10	1	-1
CC(=O)N1CCN(C2=NC(=O)/C(=C\c3cccs3)S2)CC1	-6	-16	11	-5	-8	4	-3
C[C@H]1CCCCO[C@@H](CN(C)C)[C@@H](C)CN([C@@H](C)CO)C(=O)c2cc(NC(=O)C3CCCCC3)ccc2O1	-5	9	-13	-6	nt	-2	0
Cc1cccc(NC(=O)CSCC(=O)N2CCN(Cc3ccc4c(c3)OCO4)CC2)c1	2	9	-4	-6	4	-8	-144
O=C1c2ccccc2C(=O)N1CCCCNc1ccccc1	4	-6	6	-1	4	-7	1
CC1(C)CC(NC(=O)c2cc(S(=O)(=O)N3CCCCC3)ccc2Cl)CC(C)(C)N1	0	5	2	0	5	-1	-2
CCOC(=O)C(C(C)=O)c1c(Br)c(O)c(O)c2c(C(=O)c3ccc(C)cc3)coc12 (stereo not given)	-42	24	20	nt	5	nt	nt
COc1ccc(C(C#N)CCC2OCCO2)cc1OC (stereo not given)	-1	-2	10	-1	-4	nt	0
COc1ccccc1N(CN1C(=O)c2ccccc2C1=O)C(=O)c1cccnc1	-8	15	-1	nt	4	nt	nt
N#Cc1cc2c(=O)n3ccccc3nc2n(CCCN2CCOCC2)c1=O	0	nt	3	nt	-6	nt	nt
COc1ccc(Cc2nc3ccc(C(=O)NCCn4ccnc4C)cc3o2)cc1OC	-7	-9	6	1	nt	0	-7
CC1(NC(=O)CSc2nnc(-c3ccco3)n2Cc2ccccc2)CCS(=O)(=O)C1 (stereo not given)	-6	-5	3	2	3	1	1
N#Cc1ccc(C(c2nnnn2C2CCCC2)N2CCC(Cc3ccccc3)CC2)cc1 (stereo not given)	-9	nt	5	nt	-15	nt	nt
C[C@@H]1CCCCO[C@H](CN(C)C(=O)Nc2ccc3c(c2)OCO3)[C@@H](C)CN([C@@H](C)CO)C(=O)c2cc(NS(=O)(=O)c3cn(C)cn3)ccc2O1	1	12	nt	10	nt	0	-3
CN(C)CCCNC(=O)C[C@@H]1CC[C@H](NC(=O)c2ccccc2F)[C@@H](CO)O1	-2	3	-8	3	-3	2	-2
Cc1ccc(S(=O)(=O)N2CCC(=O)N(CCOCc3ccc(C(F)(F)F)cc3)CC2)cc1	-40	14	-9	-29	17	nt	-1
COc1ccccc1CNC(=O)COC(=O)c1ccc(-n2cnnn2)cc1	9	-3	-3	-3	-10	0	-39
CC(C)C#Cc1cnc2c(c1)C(=O)N([C@H](C)CO)C[C@@H](C)[C@H](CN(C)C(=O)Nc1ccccc1F)O2	6&12&3	10&14	1&19&5	-1&-12&-66	0	-2&-6&-7	-3&0&-1
COc1ccc(S(=O)(=O)Nc2ccc3c(c2)C(=O)N([C@@H](C)CO)C[C@@H](C)[C@H](CN(C)C(=O)NC(C)C)OCCCC[C@@H](C)O3)cc1	4	-2	nt	1	nt	0	2
CN1CCN(C(=O)C[C@H]2C=C[C@H](NC(=O)Nc3ccccc3F)[C@H](CO)O2)CC1	5	-2	-2	-15	-1	-2	-4
OCCC1CN(Cc2nc3c(s2)CCCC3)CCN1Cc1ccsc1 (stereo not given)	nt	0	nt	-3	8	-1	-1
C[C@@H]1CN([C@@H](C)CO)C(=O)c2cccc(NC(=O)CCCCCC(=O)Nc3ccccc3N)c2O[C@@H]1CN(C)Cc1ccc2c(c1)OCO2	nt	-5	nt	-10	nt	-9	2
COc1ccc(S(=O)(=O)NCC2CCCN(C(=O)c3cccnc3C)C2)cc1 (stereo not given)	0	2	-8	-6	-7	-7	0
(list continues)
SMILES	esBAF inh	LGR2 inh	Statin myotox sup	S100A4 inh HTS	FN deposit inh	SIRT5 block	Casp6 inh
C[C@@H]1CN([C@@H](C)CO)C(=O)c2cc(NC(=O)C3CCCCC3)ccc2O[C@@H](C)CCCCO[C@H]1CN(C)Cc1ccc(C(=O)O)cc1	-4	39	nt	4	nt	-1	-1
COC(=O)c1[nH]c2cc(OC)ccc2c1N=CN(C)C	nt	2	nt	6	3	3	-1
COc1cccc(C(=O)Nc2ccc3c(c2)C(=O)N(C)C[C@H](OC)[C@H](C)CN[C@H](C)CO3)c1	6	-3	-5	2	-1	0	14
C=CCc1cccc(OC)c1OCCOCCn1ccnc1	5	10	5	-2	5	-2	0
Cc1cc(C)c2cc(C#N)c(N3CCCN(C(=S)NCCCN(C)C)CC3)nc2c1	-11	19	3	-1	-5	-7	-36
CCC1C(=O)NCCN1C(=O)c1ccc2nc(Cc3cccc(Cl)c3)oc2c1 (stereo not given)	nt	-6	nt	-2	-4	-2	-1
